Screens as filed in PubChem BioAssay.
Jurkat NFkB inh = lowers PMA/ionomycin-induced NF-kB signal in Jurkat cells; PMA/ionomycin-induced NF-kB luciferase reporter, luminescence; inhibition, % at 4 µM; 330,000 compounds, 0.53% hits; AID 435003; in the data active = inhibition above about 50%
Gli-Sufu antag = blocks Gli-Sufu signaling in a luciferase reporter | Sufu-KO-LIGHT fibroblasts, Gli luciferase reporter luminescence | 340,000 compounds, 0.74% hits | inhibition, % at 5 µM | AID 588413;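 active = inhibition above about 55%, limit read from the data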;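 note: 0% = DMSO-treated cells and 100% = wells with medium but no cells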
697 NFkB inh = inhibitors of the PMA/ionomycin-induced NF-kB reporter in 697 B cells; 697 B-cell NF-kB luciferase reporter, 16 h; inhibition, % at 4 µM; 330,000 compounds, 0.33% hits; AID 435022; in the data active = inhibition above about 35%
APJ antag = antagonists of human APJ apelin receptor. inhibition, % at 20 µM. CHO-K1 APJ beta-arrestin complementation, luminescence. 330,000 compounds, 0.32% hits;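 active = inhibition above about 40% at 20 µM, limit read from the data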;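 note: cells challenged with 10 nM apelin-13 agonist together with compound; plate controls were apelin-13 plus DMSO wells for no effect and DMSO wells lacking apelin-13 for full effect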
Target sequence (P35414 whole entry, looked up): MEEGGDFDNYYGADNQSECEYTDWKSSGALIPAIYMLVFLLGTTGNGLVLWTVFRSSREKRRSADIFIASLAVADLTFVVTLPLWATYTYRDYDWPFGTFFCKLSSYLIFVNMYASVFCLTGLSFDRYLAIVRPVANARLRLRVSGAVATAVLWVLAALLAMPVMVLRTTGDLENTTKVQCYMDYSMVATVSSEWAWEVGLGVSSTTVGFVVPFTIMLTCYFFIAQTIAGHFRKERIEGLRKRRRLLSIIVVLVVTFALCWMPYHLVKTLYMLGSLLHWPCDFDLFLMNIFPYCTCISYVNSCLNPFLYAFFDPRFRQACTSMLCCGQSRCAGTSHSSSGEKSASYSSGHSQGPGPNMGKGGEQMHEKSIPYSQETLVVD
EBI2 block = blocks human EBI2 receptor beta-arrestin signaling | EBI2 beta-arrestin recruitment, luminescence, 7a,25-OHC stimulated | inhibition, % at 5 µM | 360,000 compounds, 0.81% hits | AID 651636; in the data active = inhibition above about 38%;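 note: enzyme fragment complementation signal reports receptor beta-arrestin coupling in cells; 0% = agonist plus DMSO wells and 100% = wells without agonist; some results beyond the cut were filed as inactive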
Target sequence (P32249 whole entry, looked up, the tested form may be a part): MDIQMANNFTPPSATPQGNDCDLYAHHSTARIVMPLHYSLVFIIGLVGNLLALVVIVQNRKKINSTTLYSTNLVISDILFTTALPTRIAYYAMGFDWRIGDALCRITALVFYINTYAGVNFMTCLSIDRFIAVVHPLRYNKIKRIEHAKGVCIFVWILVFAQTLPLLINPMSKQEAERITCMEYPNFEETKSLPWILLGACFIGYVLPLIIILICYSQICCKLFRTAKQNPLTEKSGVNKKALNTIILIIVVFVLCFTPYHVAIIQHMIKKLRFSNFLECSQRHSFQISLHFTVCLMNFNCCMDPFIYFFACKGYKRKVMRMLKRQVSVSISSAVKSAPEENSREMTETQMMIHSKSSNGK
CXCR6 block = CXCR6 (human) receptor inhibition; inhibition, % at 20 µM; 360,000 compounds, 0.36% hits; O00574; CHO-K1 PathHunter CXCR6 beta-arrestin, luminescence; in the data active = inhibition above about 34%, passing the limit was not always enough;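 note: antagonist mode with CXCL16 agonist at 10 nM final; 0% = 10 nM CXCL16 with DMSO and 100% = unstimulated wells without agonist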
Target sequence (O00574 whole entry, looked up): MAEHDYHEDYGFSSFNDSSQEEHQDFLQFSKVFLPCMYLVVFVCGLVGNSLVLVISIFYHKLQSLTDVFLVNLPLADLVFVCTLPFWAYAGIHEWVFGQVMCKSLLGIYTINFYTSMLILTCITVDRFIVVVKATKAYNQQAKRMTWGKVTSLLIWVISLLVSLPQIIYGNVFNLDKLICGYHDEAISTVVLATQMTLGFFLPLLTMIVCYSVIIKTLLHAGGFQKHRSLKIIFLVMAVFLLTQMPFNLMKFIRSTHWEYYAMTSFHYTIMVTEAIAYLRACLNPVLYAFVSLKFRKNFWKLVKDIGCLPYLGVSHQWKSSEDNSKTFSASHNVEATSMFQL
UBC13 polyUb = blocks human UBC13 polyubiquitin chain formation | TR-FRET | P61088 | inhibition, % at 20 µM | AID 485273 | 330,000 compounds, 0.47% hits; in the data active = inhibition above about 45%, passing the limit was not always enough; inconclusive = no clear call, values can overlap the other calls
CCR6 antag = CCR6 (human) receptor antagonism; P51684; CHO-K1 CCR6 PathHunter beta-arrestin, luminescence, CCL20-stimulated; inhibition, % at 20 µM; 340,000 compounds, 0.49% hits;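 active = compounds whose inhibition of the agonist-driven luminescence signal at 20 µM reaches about 50%, limit read from the data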;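 note: cells stimulated with CCL20 at 14 nM final; plate controls were DMSO with CCL20 for no effect and DMSO without agonist for full effect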
An asterisk follows results filed as active; ? = inconclusive; / = no result given.

SMILES	Jurkat NFkB inh	Gli-Sufu antag	697 NFkB inh	APJ antag	EBI2 block	CXCR6 block	UBC13 polyUb	CCR6 antag
Cc1nc2nc(NCc3cccs3)nn2c(C)c1Cl	12.7	-3.3	6.5	-26.6	-6.8	1.7	10.2	-12.1
Cc1ccc(-n2nc3c(c2NC(=O)C(C)C)CS(=O)(=O)C3)cc1	10.3	3.7	14.7	-6.9	8.0	-1.1	7.2	1.6
COC(=O)C1(NC(=O)CNC(=O)OCc2ccccc2)CCCC1	/	2.9	/	/	-9.3	4.2	/	0.6
N=c1c(C(=O)NCCN2CCOCC2)cc2c(=O)n3ccccc3nc2n1CCCN1CCOCC1	-0.7	-1.7	-1.8	-9.7	-7.3	-7.2	-2.3	4.0
CCCNC(=O)C1(CC2CC(c3ccccc3)=NO2)CCN(C(=O)OC(C)(C)C)CC1 (centres undefined)	11.7	7.7	13.8	3.2	3.4	0.3	-5.5	2.4
CS(=O)(=O)c1cccc(C(=O)Nc2nnc(C3=COCCO3)o2)c1	3.8	-1.7	26.5	-0.7	-5.8	7.2	-6.5	13.0
O=C(NCc1ccco1)C1CCCCC1	6.6	-7.0	-5.6	4.5	-12.6	-2.3	1.5	5.5
COc1cccc(C2SCC(=O)N2c2cccc(C)c2)c1OC (centres undefined)	-8.5	5.9	1.1	8.7	-1.6	0.8	9.1	7.1
O=S(=O)(c1ccccc1)N1CCN(CC(O)COc2ccc3c(c2)CCC3)CC1 (centres undefined)	-3.6	0.0	-7.1	10.3	83.0*	-0.9	3.8	-2.4
CCC(=O)N1CCN(c2ccc(Cl)cc2NC(=O)c2cccc([N+](=O)[O-])c2)CC1	-3.3	-11.2	-1.3	3.5	5.1	5.4	18.9	2.0
CCOC(=O)C1CCN(S(=O)(=O)c2cn(C)cn2)CC1	-4.5	4.2	9.5	20.9	1.9	-5.5	0.4	7.6
CC(Cc1ccccc1)(NC(=O)CN)c1ccccc1 (centres undefined)	-6.0	/	6.6	11.6	/	/	-6.1	/
CCn1c(SCC(=O)NCC2CCCO2)nnc1-c1ccccc1OC (centres undefined)	-10.1	-2.5	2.1	34.0	-2.3	-6.1	6.4	-0.7
CCN(CC)C(=O)CNC(=S)N(CCCN1CCOCC1)Cc1cccs1	-14.1	9.6	-5.4	-1.2	-10.1	-3.7	-9.6	6.1
CCOC(=O)C1=C(COC(=O)COc2cc(C)ccc2C)NC(=O)NC1C (centres undefined)	2.7	-4.1	-0.4	-2.3	-4.4	1.0	0.1	6.5
Cc1cccc(N2CCN(C3=NC(=O)C(=C4CCCCC4)S3)CC2)c1	10.9	5.6	-6.2	9.7	4.8	1.6	-6.6	8.4
CC(C)(C)c1ccc(OCCNC(=O)c2ncn[nH]2)cc1	-4.7	-3.9	-16.9	0.9	-3.0	-4.7	6.8	-2.3
COC(=O)c1c(NC(=O)Cc2ccccc2)sc2c1CC(C)(C)NC2(C)C	-18.1	7.6	-18.8	-10.3	-5.3	6.9	22.1	-8.5
CCOC(=O)Nc1ccc2c(c1)Nc1ccccc1S2	-4.5	-1.4	-32.5	-9.9	-4.4	-13.5	-18.8	-6.9
CCn1cc(C(=O)NC2CCC(C)CC2)c(=O)c2cc(S(=O)(=O)N3CCCCC3)ccc21 (centres undefined)	-62.2	/	-132.2	-15.7	/	/	5.3	/
CCCCc1ccc(/C=C(\C#N)C(N)=S)s1	13.5	5.9	12.0	18.3	17.0	12.2	52.8*	13.7
Cc1ccc(S(=O)(=O)n2ccc(OC(=O)c3cccs3)n2)cc1	0.0	-8.3	3.3	5.0	-20.2	-19.8	5.3	11.0
COc1ccc(NC(=O)CSc2ncnc3[nH]ncc23)cc1	0.3	-0.4	23.9	-14.4	-1.9	3.0	-0.5	2.7
O=C(c1cc2ccccc2s1)N1CCN(c2ccccn2)CC1	-5.7	-6.1	14.0	6.7	60.8*	9.2	4.5	3.4
Cc1ccc(-n2c3nc(=O)[nH]c(=O)c-3cc3c(C)nn(-c4ccccc4)c32)c(C)c1	3.0	-7.8	12.6	2.3	-4.7	0.1	7.9	-2.7
Cc1nc(SCc2nc3ccccc3[nH]2)c2oc3cc(Br)ccc3c2n1	-3.3	13.3	-6.4	24.5	34.7	2.2	-17.7	14.7
Cc1ccccc1C(=O)Oc1ccc(Br)cc1C(=S)N1CCCC1	3.2	8.8	1.9	8.4	10.4	3.7	9.0	19.0
C=CCSc1nc(N)c(C#N)c(-c2ccccc2)c1C#N	-7.7	-1.9	0.1	14.2	4.1	6.8	24.5	-12.0
CN1CCC(=NNC(=O)CN(c2cccc([N+](=O)[O-])c2)S(=O)(=O)c2ccccc2)CC1	7.1	30.0	16.0	8.5	3.5	-4.5	5.0	-5.3
O=C(Nc1nc2ccc(Oc3ccccc3)cc2s1)c1cc([N+](=O)[O-])ccc1N1CCOCC1	-3.8	-3.6	-25.0	20.4	14.6	10.9	-22.5	27.3
NC(=O)N(CCC(=O)O)c1ccccc1	-11.4	5.6	0.7	-3.1	-13.9	-0.5	-4.5	-3.9
Cn1nccc1C(=O)Nc1ccc2c(c1)OCCO2	-35.7	-14.9	-60.3	14.1	-6.4	0.1	3.6	3.8
N#Cc1c(-c2ccccc2)c(-c2ccccc2)nn(CC(=O)NNC(=O)Nc2ccc(Cl)cc2)c1=O	2.9	-23.4	-7.9	13.9	35.0	9.3	1.4	17.8
COc1ccccc1C(=O)NCC1(c2ccccc2)CCCC1	0.5	35.2	-5.6	1.4	19.7	-0.5	8.1	5.6
CCOC(=O)CSc1nc2sc3c(c2c(=O)n1-c1ccccc1)CCN(C(C)C)C3	-15.9	-2.1	-3.1	-12.0	4.8	12.8	-1.5	9.3
CN(CC(=O)Nc1ccc(Cl)c(C(F)(F)F)c1)C(=O)CCc1nc2ccccc2c(=O)[nH]1	-19.4	-1.8	-10.7	3.2	6.6	-3.1	3.2	7.9
CCCc1cc(=O)[nH]c(SCC(=O)Nc2cc(S(=O)(=O)N3CCOCC3)ccc2N(CC)CC)n1	-1.3	18.5	5.9	6.3	-1.2	0.1	-12.3	4.1
CC(=O)Nc1cccc(/C(C)=N/NC(N)=S)c1	-8.2	-3.8	12.4	-8.1	-5.4	0.5	2.1	8.7
CC(=O)N1c2ccc(S(=O)(=O)NCCC(=O)NCc3ccc(F)cc3)cc2CC1C (centres undefined)	-3.7	-5.0	-4.0	23.2	-6.5	-11.4	1.7	-0.7
CCNC(=S)N1CCC(Cc2ccccc2)CC1	0.6	26.6	1.1	12.9	-7.8	-8.3	-0.5	-7.4

An excerpt from above, limited to 697 NFkB inh, EBI2 block and CCR6 antag.
Molecule	697 NFkB inh	EBI2 block	CCR6 antag
C=CCSc1nc(N)c(C#N)c(-c2ccccc2)c1C#N	0.1	4.1	-12.0
CN1CCC(=NNC(=O)CN(c2cccc([N+](=O)[O-])c2)S(=O)(=O)c2ccccc2)CC1	16.0	3.5	-5.3
O=C(Nc1nc2ccc(Oc3ccccc3)cc2s1)c1cc([N+](=O)[O-])ccc1N1CCOCC1	-25.0	14.6	27.3

Following part.
SMILES	Jurkat NFkB inh	Gli-Sufu antag	697 NFkB inh	APJ antag	EBI2 block	CXCR6 block	UBC13 polyUb	CCR6 antag
CN(C)CCCOC(=O)c1ccc(Cl)cc1	-2.4	3.4	-9.0	-0.5	2.2	2.1	-2.2	6.6
CCOc1ccc(N(CC(=O)NCc2ccccc2)C(=O)CCC(=O)Nc2nccs2)cc1	-8.9	-7.7	11.2	-14.5	-0.1	9.6	-3.4	-0.2
Cc1ccc(/C=C/c2onc(C)c2S(=O)(=O)N2CCC(C(=O)N3CCN(C)CC3)CC2)cc1	14.3	-7.9	4.6	6.7	-6.3	3.2	11.0	21.7
O=C(/C=C/c1ccco1)NCCc1ccc(F)cc1	-27.7	-21.4	-18.3	17.8	7.0	0.8	0.8	17.2
Cc1ccnc(N/C=C(\C#N)c2nc(-c3cccc(Br)c3)cs2)c1	2.7	1.6	-5.7	-23.3	3.2	-0.4	-6.1	-6.4
FC(F)(F)c1nnc2ccc(Cl)nn12	4.1	0.5	4.2	-4.7	-11.7	4.9	1.3	-8.4
CC(C)OC(=O)c1cn(-c2ccccc2)nc1-c1ccc2c(c1)OCCO2	-8.3	-6.4	8.9	-9.9	5.8	3.1	2.2	-3.4
C=C(C)[C@@H]1CCC2(C(=O)O)CC[C@]3(C)[C@H](CC[C@@H]4[C@@]5(C)CCC(=O)C(C)(C)[C@@H]5CC[C@]43C)[C@@H]12 (some centres undefined)	2.7	-11.8	79.8*	-9.8	-10.8	9.4	?	11.1
Cc1cc(NC(=O)c2ccc(Cl)cc2)ccc1NC(=O)c1ccccc1Cl	-17.3	-24.8	-28.5	2.4	-2.2	5.7	5.4	-0.4
Cc1ccc(-n2nc3cc(C)c(N)cc3n2)cc1	-138.0	-1.5	-180.2	-26.6	-1.9	12.1	-10.0	14.4
Cc1ccc(C(=O)N2CCN(C34CC5CC(CC(C5)C3)C4)CC2)o1	1.6	3.6	-12.4	-7.0	-11.0	-3.6	-3.1	1.9
O=C(c1ccc(Cl)cc1[N+](=O)[O-])N1CCc2ccccc2C1	-0.3	0.6	-19.2	-24.7	-4.1	0.4	-1.5	23.2
CCN1C(=O)[C@H]2[C@H]3CN=C(SC)N3[C@@](CC)(C(=O)OC)[C@H]2C1=O	/	-12.9	-6.1	/	3.1	-6.2	/	15.4
CCOc1ccc(N2C(=O)Nc3ccccc3C2(O)C(=O)NCc2ccc3c(c2)OCO3)cc1 (centres undefined)	-18.9	0.4	-16.9	12.3	-4.0	-1.3	-1.5	-9.3
CCOC(=O)COc1cnc2ccccc2n1	-16.1	-2.3	13.6	1.8	-1.6	-5.1	-6.0	-2.8
CN(C)Cc1c(C(=O)N/N=C/c2cccc(OCc3ccc(F)cc3)c2)nnn1-c1nonc1N	-2.4	26.3	-17.2	-8.7	-1.3	-6.1	-6.8	0.5
O=c1[nH]ncn1-c1ccc(Br)cc1	3.2	20.7	4.7	-5.2	-8.5	-6.3	-0.4	8.0
Cc1cccc(N(C(=O)CCC(=O)Nc2nccs2)C(C(=O)NC(C)(C)C)c2ccc(O)cc2)c1 (centres undefined)	1.2	-2.3	11.4	12.4	-3.5	0.3	4.0	13.6
OCC1CCCCN1C(=S)Nc1ccc(Cl)cc1Cl (centres undefined)	0.2	-8.6	-2.7	7.1	-17.7	-3.2	8.4	2.9
CCOC(=O)/C(C#N)=C(\N)C(C)C(=O)Nc1ccccn1 (centres undefined)	-2.5	2.7	5.8	5.7	-1.0	-3.6	1.0	-6.0

Look-ups from above.
Under 697 NFkB inh, `Cc1ccnc(N/C=C(\C#N)c2nc(-c3cccc(Br)c3)cs2)c1` reads -5.7
Under CXCR6 block, `CC(C)OC(=O)c1cn(-c2ccccc2)nc1-c1ccc2c(c1)OCCO2` reads 3.1

The results go on.
SMILES	Jurkat NFkB inh	Gli-Sufu antag	697 NFkB inh	APJ antag	EBI2 block	CXCR6 block	UBC13 polyUb	CCR6 antag
Cc1cccc(NC(=S)NC2CCCCC2)n1	13.1	-3.1	3.7	10.2	-43.6	-2.8	13.3	-4.4
Cc1ccc(NC(=O)Cn2c(O)c(N=NC(N)=S)c3ccccc32)cc1	-8.0	6.8	39.8*	22.2	1.7	-0.1	-4.7	6.6
COc1ccc(CC2=C(O)c3ccccc3C(=O)C2=O)cc1	17.0	8.5	12.6	-16.0	1.9	6.6	-42.5	18.5
CC(Oc1ccccc1Cl)C(=O)N(Cc1ccco1)C1CCS(=O)(=O)C1 (centres undefined)	-8.9	-6.6	-5.7	15.0	0.1	5.8	-5.9	8.3
COc1ccc(C(=O)NCCC2=CCCCC2)cc1	-35.9	-92.8	-191.1	-2.7	2.2	-8.3	-7.5	-2.0
O=C(CS(=O)(=O)Cc1ccccc1)N1CCN(Cc2ccc3c(c2)OCO3)CC1	0.7	9.6	-1.8	6.0	-3.7	-4.7	5.0	3.8
O=C(c1ccco1)N1CCN(c2nc3ccccc3c(=O)n2-c2ccccc2)CC1	-4.5	10.5	6.4	-5.4	2.9	-3.8	-10.3	8.3

Compounds as they come. About 3% of those tested had a hit in this group.
